Screens (PubChem BioAssay)
FEN1 inh: qHTS Assay for the Inhibitors of Human Flap endonuclease 1 (FEN1); 390,000 compounds, 0.35% hits; Potency, µM (titrated, usually from 114 µM), for inactives: top-dose activity change, negative = inhibition, most hits filed as inhibitors; Recombinant FEN1 flap cleavage, fluorescence, 15 min; P39748; further: nearly all actives have a fitted effect of over 65% in size
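Recombinant FEN1 (10 nM) was preincubated with pin-transferred compounds for 15 min at room temperature, then flap DNA substrate (50 nM final) was added. Plates were read at 0 and 15 min, and normalized concentration–response data were fitted to a four-parameter Hill equation.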
N370S GC: qHTS Assay for Inhibitors and Activators of N370S glucocerebrosidase as a Potential Chaperone Treatment of Gaucher Disease; N370S GC spleen homogenate, 4MU-glucoside fluorescence; 330,000 compounds, 0.092% hits; Potency, µM (titrated, usually from 59.4 µM), for the others: at the highest dose activity change, negative = inhibition, actives largely listed as inhibitors; AID 2101, 2009;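 further: 0% = full enzyme activity and -100% = no enzyme basal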
GCN5L2 inh: qHTS Assay for Inhibitors of GCN5L2. AID 504327, 2011. GCN5L2 HAT assay, ThioGlo1 CoA-SH fluorescence. Histone acetyltransferase KAT2A (Homo sapiens), Q92830. 390,000 compounds, 0.21% hits. Potency, µM (titrated, usually from 58.9 µM), for the others: top-dose activity change, negative = inhibition, most hits filed as inhibitors
Target sequence (Q92830 whole entry, looked up): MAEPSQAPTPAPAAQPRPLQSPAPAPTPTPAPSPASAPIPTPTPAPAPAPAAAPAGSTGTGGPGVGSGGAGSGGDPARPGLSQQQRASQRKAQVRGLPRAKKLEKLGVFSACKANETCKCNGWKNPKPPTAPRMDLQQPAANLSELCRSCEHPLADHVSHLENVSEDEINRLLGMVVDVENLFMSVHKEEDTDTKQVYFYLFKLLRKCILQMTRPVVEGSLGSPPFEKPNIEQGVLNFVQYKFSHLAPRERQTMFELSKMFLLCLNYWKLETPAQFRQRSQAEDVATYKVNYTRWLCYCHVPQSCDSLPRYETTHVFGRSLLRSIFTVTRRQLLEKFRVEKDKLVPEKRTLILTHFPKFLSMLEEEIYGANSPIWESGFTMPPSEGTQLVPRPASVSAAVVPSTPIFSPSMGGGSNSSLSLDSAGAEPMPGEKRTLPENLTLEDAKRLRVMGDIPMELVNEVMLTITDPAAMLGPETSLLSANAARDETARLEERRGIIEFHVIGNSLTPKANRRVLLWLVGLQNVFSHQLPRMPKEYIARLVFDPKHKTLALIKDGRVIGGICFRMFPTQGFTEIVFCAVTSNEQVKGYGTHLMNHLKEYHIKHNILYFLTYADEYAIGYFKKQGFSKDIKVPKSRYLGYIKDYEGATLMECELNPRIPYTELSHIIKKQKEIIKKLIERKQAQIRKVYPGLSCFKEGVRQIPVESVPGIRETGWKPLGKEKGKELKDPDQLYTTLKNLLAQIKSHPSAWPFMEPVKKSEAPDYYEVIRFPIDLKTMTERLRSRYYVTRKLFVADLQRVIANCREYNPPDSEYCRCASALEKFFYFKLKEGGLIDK
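Titration-based screen in which CoA formation is detected via maleimide probe ThioGlo1 (50uM) turning fluorescent on thiol reaction; substrates H3(1-25) 75uM and acetyl-CoA 70uM, GCN5L2 20nM, 20 min incubation at room temperature.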
Active calls of the source: *; ? = inconclusive; nt = not tested or not shown; & = joins results of further samples; [ ] = remark or other dose. The call rests on the fitted dose curve; in most records, active means well fitted curve in the direction sought with a large enough effect; inconclusive means small, poorly fitted or top-dose-only effect, or another doubt; inactive means no such curve, though single readings can be large; an effect the other way counts as inactive or inconclusive. Unless noted, on the % scale 0 is the no-effect control and ±100 the full control effect; potency means the concentration at half of the fitted maximal effect.

The line under a structure holds: FEN1 inh | N370S GC | GCN5L2 inh
C=CCNC(=S)Nc1sc2c(c1C(=O)OCC)CC(C)(CC)OC2 (stereo not given)
 : 5% | 17% | -8%
Cc1cc(C)c(NC(=O)Nc2ccccc2C)c(Cl)c1
 : -5% | 4% | -2%
O=C(NCC1CCN(Cc2ccc(F)cc2)CC1)C1CCCN(c2ncnc3c2nc2n3CCCCC2)C1 (stereo not given)
 : -3% | -2% | -7%
O=C(CCCNC(=O)/C(=C\c1ccccc1F)NC(=O)c1ccccc1)OCc1ccccc1
 : -6% | 17% | -3%
COc1ccc(C2c3ccc4ccccc4c3Oc3ncn4nc(Cc5ccccc5)nc4c32)cc1OC (stereo not given)
 : -4% | 7% | -2%
CCOCC(=O)Nc1cc(C(=O)NCCC(C)C)ccc1Cl
 : nt | 18% | ?
O=C(CSc1nnnn1C1CCCCC1)N1CCCC1
 : 0% | -6% | -3%
CCN(CC)C(=O)c1ccccc1NC(=O)c1ccccc1
 : 14% | 12% | 0%
COc1ccc(-c2[nH]ncc2-c2cnc(C)s2)c(O)c1
 : -3% | 0% | 7%
CC1(C)CC(NC(=O)Cc2ccccc2[N+](=O)[O-])CC(C)(C)N1
 : -3% | -26% | -4%
C/C(N)=C(/C#N)C(=O)COC(=O)C1CSC2(c3ccc(F)cc3)CCC(=O)N12 (stereo not given)
 : 40%[activator] | -11% | 0%
CCN(CC)C(=O)c1sc2c(c1C)c(=O)n(Cc1ccccc1)c(=O)n2Cc1ccccc1C
 : -12% | nt | -22%
O=C(NCc1ccco1)c1cccc(N2CCCC2=O)c1
 : 1% | 7% | 1%
C/C(N)=C(/C#N)C(=O)CSc1nc2ccccc2n1CC(C)C
 : -2% | -9% | -6%
CCN1C(=O)CC(N2CCOCC2)C1=O (stereo not given)
 : -8% | 10% | 2%
COc1ccc(CNC(=O)c2ccc(Br)s2)cc1OC
 : 21% | 4% | -4%
CS(=O)(=O)c1nc2c(cc1C#N)CCCC2
 : ? | 5% | 1%
CC(C)Nc1nc2c(-c3cccc(Br)c3)nnn2c2ccccc12
 : -10% | nt | 2%
COCCCn1c(SCC(=O)NNC(=O)c2cccc(O)c2)nnc1-c1ccncc1
 : 0% | 18% | -6%
COC(=O)CNC(c1ccccc1)c1cc(Br)ccc1NS(=O)(=O)c1ccc(C)cc1 (stereo not given)
 : 0% | -9% | -11%

Remaining list, next part:
The line under a structure holds: FEN1 inh | N370S GC | GCN5L2 inh
O=C(C[n+]1cccc(C(=O)Nc2ccccc2)c1)c1ccc([N+](=O)[O-])cc1
 : 3% | -9% | ?
COC(=O)C1=C(C)N(CCc2cc(OC)c(OC)c(OC)c2)C(=O)N[C@H]1c1cccs1
 : nt | -5%&13% | -3%
Cc1ccc(-c2nc3c(Cl)cc(Cl)cc3c(=O)n2O)cc1
 : 3% | 7% | -11%
COc1ccc(CCNC(=O)CN2CCN(c3cccc(Cl)c3)CC2)cc1OC
 : -14% | 2% | -3%
O=C(COC(=O)c1ccc([N+](=O)[O-])s1)NNC(=O)c1ccccc1
 : -8% | nt | -4%
O=c1[nH]c2ccc(NC(=S)Nc3ccc(Cl)cc3Cl)cc2[nH]1
 : -12% | -1% | -7%
COc1ccc(NC(=O)CCCNC(=O)Cn2cnc3sc(C)c(C)c3c2=O)cc1OC
 : -4% | 2% | -4%
O=C(NCc1cccnc1)C1CCCN(Cc2cnn(-c3ccccc3)c2-n2cccc2)C1 (stereo not given)
 : -4% | 14% | 0%
O=C(Cc1cccc(NC(=O)C2CCN(C(=O)c3ccccc3)CC2)c1)Nc1cccc(C(=O)N2CCCC2)c1
 : -14% | nt | 6%
O=C(CN1CCN(Cc2ccc(Cl)cc2)C1=O)NCCN1CCCC1
 : -8% | -18% | 1%
CCN1CCCC1CNCc1ccc(Cl)cc1Cl (stereo not given)
 : -2% | -2% | 1%
CC(=O)NCCNc1ncnc2ccc(-c3ccccc3Cl)cc12
 : nt | -10% | -4%
CCOC(=O)c1cc2sc(C)cc2n1CC(=O)Nc1cccc(C)c1C
 : -8% | 7% | -2%
O=C(NCc1ccccc1)NC1(C(=O)N2CCCC2)CCCCC1
 : 0% | -25% | -4%
COc1ccc(C(=O)Nc2ccc3nc(C)c(C)nc3c2)cc1
 : -6% | 13% | -14%
COc1ccc(CNC(=O)C2CSC(c3ccc(OC)cc3)N2C(C)=O)cc1 (stereo not given)
 : 2% | 10% | -1%
C=C(C)C(=O)Oc1ccc(N2C(=O)[C@@H]3C4C=CC(C4)[C@@H]3C2=O)cc1
 : 2% | 6% | 0%
CC(=O)c1cn(CCOc2ccccc2C)c2ccccc12
 : 17% | 21% | -15%
O=C(Nc1cccnc1)C1COc2ccccc2O1 (stereo not given)
 : 7% | -23% | -12%
O=C(O)CCC(=O)N1N=C(c2ccccc2)CC1c1ccc(Br)cc1 (stereo not given)
 : 5% | 3% | 3%

(list continues)
The line under a structure holds: FEN1 inh | N370S GC | GCN5L2 inh
COc1ccccc1OCc1nnc(SCC(=O)Nc2nnc(C3CC3)s2)n1C
 : 1% | -1% | -1%
CC(=O)c1cc(C(=O)N2CCc3c([nH]c4ccccc34)C2C2CCCCC2)[nH]n1 (stereo not given)
 : -18% | 1% | -7%
O=C(c1nc2nc(-c3cccs3)cc(C(F)(F)F)n2n1)N1CCN(Cc2ccccc2)CC1
 : -6% | 28% | -16%
Cc1nc2cc(NC(=O)NCc3ccccc3)ccc2o1
 : 6% | -21% | -1%
CC1CCC(O)C/C1=C\C=C1/CCCC2(C)C1CCC2C(C)/C=C/C(C)C(C)C (stereo not given)
 : nt | -2% | -24%&10%
COc1cc(C(=O)NNC(=S)NC(=O)c2ccc(F)cc2)cc(OC)c1OC
 : -15% | 3% | 0%
N#Cc1cccc2c1-c1ccccc1/C2=N/NC(N)=O
 : ? | 11% | 9%
CN(C)c1ccc(CN(C(=O)c2ccco2)C2CCS(=O)(=O)C2)cc1 (stereo not given)
 : 4% | 2% | -5%
Cc1cnc(NC(=O)CCNC(=O)c2ccccc2Cl)s1
 : -2% | 5% | -9%
COc1ccc2c(c1OC)C(=O)OC2CC(=O)c1ccc2c(c1)OCO2 (stereo not given)
 : -13%&-9% | -13% | 1%
O=C(NCc1cccc(Cl)c1)C1CCCN(c2ncnc3onc(-c4ccc(F)cc4)c23)C1 (stereo not given)
 : 7% | nt | 1%
O=C(Nc1nc2cc3c(cc2s1)OCO3)c1ccc(N2C(=O)CCC2=O)cc1
 : 19% | -5% | -18%
CCC1COC(c2cccn2Cc2ccccc2Cl)=N1 (stereo not given)
 : 13% | 9% | -11%
O=C(Nc1ccc2nn(-c3ccccc3)nc2c1)c1ccc2c(c1)OCO2
 : -22% | 2% | -11%
Cc1ccc(NC(=O)Nc2ccc3c(c2)CCC3)c(C)c1
 : 4% | -2% | 1%
Cc1ccc(C(=O)Oc2coc(CSc3nnc(NC(=O)c4cccs4)s3)cc2=O)cc1C
 : -4% | 9% | -17%
COc1ccc(NC(=O)CCc2nc3cccnc3n2-c2ccccc2)c(OC)c1
 : -2% | nt | -8%
O=C(O)c1ccc2c(=O)n3cc(C(=O)c4ccccc4O)cc(Cl)c3nc2c1
 : 35µM* | 3% | -16%
Cc1nnc(N2C(=O)C(=O)/C(=C(/O)c3ccc4c(c3)OCCO4)C2c2ccc([N+](=O)[O-])cc2)s1 (stereo not given)
 : nt | 2% | -9%
CCN(CC(=O)Nc1ccc2c(c1)OCCO2)C(=O)/C=C/c1cccc(Br)c1
 : -9% | -5% | -21%

A different layout for some results above:
structure: O=C(COC(=O)c1ccc([N+](=O)[O-])s1)NNC(=O)c1ccccc1
  FEN1 inh = -8%
  N370S GC = nt
  GCN5L2 inh = -4%
structure: Cc1ccc(NC(=O)Nc2ccc3c(c2)CCC3)c(C)c1
  FEN1 inh = 4%
  N370S GC = -2%
  GCN5L2 inh = 1%
structure: O=C(O)CCC(=O)N1N=C(c2ccccc2)CC1c1ccc(Br)cc1 (stereo not given)
  FEN1 inh = 5%
  N370S GC = 3%
  GCN5L2 inh = 3%

Going on with the list:
Molecule	FEN1 inh	N370S GC	GCN5L2 inh
O=C(CCC(=O)N(CC(=O)NC1CCCCC1)CC1CCCO1)Nc1nccs1 (stereo not given)	0%	-5%	-7%
COc1ccc(OC)c(/C=N/N=C(\N)c2nonc2N)c1	-4%	0%	-7%
COc1ccc(C2N(C(=O)N(C)C)CCN2S(=O)(=O)c2ccc(OC)cc2)cc1 (stereo not given)	-1%	-6%	0%
CCCN(C(=O)Cn1nc(C)c([N+](=O)[O-])c1C)c1c(N)n(Cc2ccccc2)c(=O)[nH]c1=O	13%	-1%	-3%
Cc1nn(CC(=O)N2CCN(c3ccccc3F)CC2)c(=O)c2cccn12	2%	nt	-10%
COc1cc(Cl)c(NC(=O)c2cc(CN3CCCC3)on2)c(OC)c1	15%	nt	0%
COC(=O)c1ccccc1NC(=O)COC(=O)c1ccc(C)c(NC(=O)c2ccco2)c1	4%	30%	-6%
CNc1nc(-c2ccc3c(c2)CCN3S(=O)(=O)c2ccccc2)c(C)s1	-3%	-4%	-10%
CCNc1cc(=O)n(C)c(=O)n1C	-3%	3%	-3%
COc1cc2nc(Nc3cccc(F)c3)nc(N)c2cc1OC	?	-8%	-12%&-13%
O=C(c1cc(Cl)cc(Cl)c1)N1CCC(=O)N(C(COCc2ccccc2)Cc2ccccc2)CC1 (stereo not given)	-3%	4%	-12%
Cc1cc(C(=O)OCC(=O)NC2CCC(C)CC2)c(C)o1 (stereo not given)	3%	nt	-4%
Cc1ccc(C(=O)CSc2nnc(COc3cccc(C)c3)o2)cc1	-13%	15%	-15%
CC1=CS(=O)(=O)CC1SC(=S)N(C)C1CCS(=O)(=O)C1 (stereo not given)	-3%	18%	1%
CC1CCCC(NC(=O)CCNC(=O)c2ccccc2Cl)C1C (stereo not given)	6%	-1%	-5%

Next compounds follow:
Molecule	FEN1 inh	N370S GC	GCN5L2 inh
Cc1cc(NC(=O)/C=C/c2ccccc2Cl)n(-c2nc3ccccc3[nH]2)n1	9%	-1%	-22%
CC1(C)CC2CC(C)(CN2C(=O)COC(=O)Cn2[nH]c(=O)c3ccccc3c2=O)C1 (stereo not given)	-6%	-7%	-1%
COc1cccc(-n2cc(C(=O)Nc3cc(C)c(Cl)cc3OC)c3ccccc3c2=O)c1	-6%	nt	-2%
N#Cc1nc(Cc2ccccc2)oc1N1CCC(C(N)=O)CC1	-3%	3%	1%
CC1CCN(C(=O)CSc2c3c(nc4cc(Cl)ccc24)CCCC3)CC1	0%	nt	-1%
CSCCC(N=C1NS(=O)(=O)c2ccccc21)C(=O)NCc1ccccc1F (stereo not given)	4%	-1%	-1%
CC(=O)c1c(C)[nH]c(C(=O)OCC(=O)NCCCc2ccccc2)c1C	-16%	nt	1%
O=C(Nc1sc2c(c1C(=O)Nc1ccc(Cl)cc1)CCCC2)c1cccs1	-9%	nt	-3%
COC(=O)c1nc2cc(C)ccn2c1F	11%	-1%	0%
CN(CC(=O)Nc1c(Cl)cccc1Cl)C(=O)c1cccc(S(=O)(=O)NCc2ccccc2)c1	-1%	-6%	-1%
Cc1cc(C)n2c(SCC(=O)Nc3cc(S(=O)(=O)N(C)C)ccc3C)nnc2n1	5%	nt	-2%
CC(=O)N1CCc2cc(S(=O)(=O)NCCC(=O)Nc3cccc(C)c3)ccc21	0%	5%	-4%
Cc1cccn2c(=O)c3cc(C(=O)NCCN4CCOCC4)c(=N)n(CCc4ccccc4)c3nc12	-13%	4%	-17%
CSC1=NSC2=NC(=O)/C(=C\c3coc4ccccc4c3=O)C(=N)N12	79µM*	26%	-22%
CCO[C@@H]1OC(C(=O)N2CCCCCCC2)=C[C@H](c2ccc3c(c2)OCO3)[C@H]1CCCO	5%	11%	1%

The results go on:
Molecule	FEN1 inh	N370S GC	GCN5L2 inh
CC(C)N(CCCNC(=O)C1CCN(S(=O)(=O)N2CCOCC2)CC1)Cc1ccccc1	-8%	2%	1%
Cc1cc(-c2ccccc2)n(-c2cc(N/N=C/c3ccccc3O)ncn2)n1	-2%	3%	-1%
CCOC(=O)N1C2=NC(C(=O)OC)=C(C(=O)OC)[C@@H]3N(C)c4ccccc4[C@]23C[C@H]1C(=O)OC	1%	13%[12.8 µM]	2%
CC(=O)C1=NN(c2ccccc2)C(c2cccs2)N1c1ccccc1 (stereo not given)	nt	0%	-7%
CCOc1ccccc1NC(=O)Cn1cnc2c(nnn2-c2cccc(OC)c2)c1=O	1%	4%	-2%
Cn1cccc1C(=O)OCC(=O)NCc1cccs1	7%	nt	-4%
CCCCNC(=O)c1onc(CSc2cccc(F)c2)c1C(=O)O	16%	13%	-11%
CCN(CC)c1ncnc2sc(C(=O)N3CCN(c4ccc(OC)cc4)CC3)c(C)c12	1%	-20%	-19%

Only part of the results is shown (hit frequency here may not be typical).
